Compound activity as filed in PubChem BioAssay.
Mtb UGM inh = inhibitors of M. tuberculosis UDP-galactopyranose mutase | P9WIQ1 | purified UGM, fluorescence polarization probe displacement | inhibition, % at 10 µM | 0.06% of 320,000 active; in the data active means inhibition above about 10%, passing the limit was not always enough; inconclusive means no clear call, values can overlap the other calls
Target sequence (P9WIQ1 whole entry, looked up): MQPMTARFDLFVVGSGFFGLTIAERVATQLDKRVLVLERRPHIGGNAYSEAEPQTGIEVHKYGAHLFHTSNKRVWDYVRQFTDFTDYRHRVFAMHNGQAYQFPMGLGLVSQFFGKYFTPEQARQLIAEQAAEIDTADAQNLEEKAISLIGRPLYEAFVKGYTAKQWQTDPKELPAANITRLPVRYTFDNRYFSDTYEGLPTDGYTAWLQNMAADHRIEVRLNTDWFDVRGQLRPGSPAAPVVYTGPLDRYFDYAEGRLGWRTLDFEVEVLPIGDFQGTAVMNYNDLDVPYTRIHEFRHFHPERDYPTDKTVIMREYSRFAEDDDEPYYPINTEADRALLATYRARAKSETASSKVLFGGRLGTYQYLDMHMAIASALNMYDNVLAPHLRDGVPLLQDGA
FadD28 binding = blocks FadD28 binding to the bisubstrate probe | fluorescence polarization | inhibition, % at 12.5 µM | 0.22% of 360,000 active; in the data active means inhibition above about 8.5%, passing the limit was not always enough; inconclusive means no clear call, values can overlap the other calls
BoNT-A LC inh2 = inhibitors of Botulinum neurotoxin A light chain protease | multiplex microsphere protease substrate cleavage, flow cytometry | inhibition, % at 10 µM | 0.17% of 360,000 active | AID 588499; further: plate controls were buffer without enzyme for full effect and enzyme alone for no effect
Anthrax LF inh2 = blocks Bacillus anthracis lethal factor protease. 0.12% of 360,000 active. inhibition, % at 10 µM. multiplex microsphere protease cleavage assay, LF; further: plate controls were buffer without enzyme for full effect and enzyme alone for no effect
PfHsp40 rescue = compounds rescuing yeast from Plasmodium falciparum HSP40 toxicity; 0.68% of 340,000 active; growth rescue, % at 12.5 µM; AID 504582; S. cerevisiae expressing PfHsp40, growth rescue, ATP luminescence; in the data active means growth rescue above about 28%, passing the limit was not always enough; inconclusive means no clear call, values can overlap the other calls;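 further: yeast W303a lacking pdr1 and pdr3 grown in galactose medium; growth measured after three days at 30 °C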
GDH-TPI counter = inhibits GDH-TPI coupling enzymes, artifact for Mtb FBA screen | inhibition, % at 4.8 µM | GDH-TPI coupled enzyme counterscreen, NADH absorbance | 1.2% of 360,000 active; in the data active means inhibition above about 30%;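 further: 0% = DMSO wells and 100% = wells lacking the enzyme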
Mtb BioA inh = inhibitors of Mycobacterium tuberculosis BioA enzyme. purified M. tuberculosis BioA enzyme, plate reader. inhibition, % at 9.99 µM. 0.096% of 360,000 active. AID 602481; in the data active means inhibition above about 40%; inconclusive means no clear call, values can overlap the other calls
BoNT-F LC inh = inhibitors of Botulinum neurotoxin F light chain protease; Multiplex microsphere protease cleavage assay, flow cytometry; inhibition, % at 10 µM; 0.22% of 360,000 active; AID 588497; in the data active means inhibition above about 35%, passing the limit was not always enough; inconclusive means no clear call, values can overlap the other calls; further: plate controls were buffer without enzyme for full effect and enzyme alone for no effect
FBA Mtb inh = inhibits M. tuberculosis FBA enzyme | P9WQA3 | purified M. tuberculosis FBA, fluorescence read-out | inhibition, % at 1 µM | 2.3% of 360,000 active | AID 588726; in the data active means inhibition above about 27%;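 further: 0% = vehicle and 100% = reference inhibitor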
Target sequence (P9WQA3 whole entry, looked up): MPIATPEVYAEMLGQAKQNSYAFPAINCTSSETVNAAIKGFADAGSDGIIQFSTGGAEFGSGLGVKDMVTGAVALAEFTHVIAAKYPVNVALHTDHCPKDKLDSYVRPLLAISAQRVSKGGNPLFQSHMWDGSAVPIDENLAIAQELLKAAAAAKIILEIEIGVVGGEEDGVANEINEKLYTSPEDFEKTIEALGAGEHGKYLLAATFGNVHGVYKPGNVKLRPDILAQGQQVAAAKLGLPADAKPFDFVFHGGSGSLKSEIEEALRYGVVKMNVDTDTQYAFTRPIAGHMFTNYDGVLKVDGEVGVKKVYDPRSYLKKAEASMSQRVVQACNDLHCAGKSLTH
* = called active by the depositor; ? = inconclusive; . = no result given. Unless noted, no stated cut-off is given here; in the data, active means inhibition above about 30%; inconclusive means no clear call, values can overlap the other calls; inactive means below that. Rows were taken by chance. About 4.7% of those tested had a hit in this group.

SMILES	Mtb UGM inh	FadD28 binding	BoNT-A LC inh2	Anthrax LF inh2	PfHsp40 rescue	GDH-TPI counter	Mtb BioA inh	BoNT-F LC inh	FBA Mtb inh
O=C(O[C@@H]1[C@H](Cc2ccccc2)NS(=O)(=O)[C@H]2C[C@@H]3C=C[C@]12O3)c1ccccc1Br	1.3	-3.2	0.0	1	4.2	-9	-0.7	-12	-1
CCNC(=O)c1cc2c(c(-c3cccc(-c4cncnc4)c3)n1)[C@H](CCO)N(C(C)=O)C2	.	.	0.6	-6	.	.	-2.2	-9	.
CCOc1ccc(C2Oc3nc(SC)nnc3-c3ccccc3N2C(C)=O)cc1OC (stereo unspecified)	-1.3	-0.8	-0.7	-12	-0.5	9	-0.8	-8	-1
Cc1ccc(/C=N/Nc2nc3ccccc3s2)o1	-1.3	3.3	-2.1	-2	7.8	56*	.	-18	-4
O=C(N1CCC(O)(c2cccnc2)CC1)C12CC3CC(CC(C3)C1)C2	-0.9	-4.9	1.3	4	-0.5	-2	1.2	28	-4
CCOC(=O)c1cnn(-c2ccc(Cl)cc2)c1C1CCN(C(=O)OC(C)(C)C)CC1	-0.9	-0.8	-1.0	-4	10	2	.	-8	1
Cc1ccc(NC(=O)CCc2c(C)nn(-c3ccc(N4CCCCC4)nn3)c2C)cc1C	0.5	-2.9	0.9	1	-1.4	-4	-0.1	4	-1
CC1CC(C)CN(CC(=O)c2c[nH]c3ccccc23)C1 (stereo unspecified)	-0.2	-1.2	1.7	0	.	2	1.2	36*	0
O=S(=O)(Nc1ccc2c3c(cccc13)CC2)c1ccc(F)cc1	-0.4	0.5	-0.5	-1	-2.0	4	12	-23	-4
Cc1ccccc1C(=O)N1CCC(C(=O)N2CCN(Cc3ccc4c(c3)OCO4)CC2)CC1	3.1	-0.4	0.1	0	0.3	0	0.3	-2	0
COC(=O)[C@H](CO)N1C(=O)[C@@H]2[C@H](C1=O)C1C=C[C@H]2C1	.	0.5	0.2	-3	1.1	3	0.2	-2	2
COc1cccc(C2C(C(=O)c3cccs3)=C(O)C(=O)N2CCN(C)C)c1OC (stereo unspecified)	1.9	-2.1	-0.9	9	-0.8	-3	.	-2	-5
CN(CC(=O)Nc1ccccc1Cl)C(=O)COC(=O)C1CC1	-1.7	-1.7	0.5	-6	0.7	-9	0.3	-2	2
COc1cc(NC(=O)CCc2nnc3ccc(N4CCCCC4)nn23)cc(OC)c1OC	-2.6	0.1	-1.6	1	0.3	7	-0.1	-5	1
O=C1CCN(Cc2ccccc2)CCN1[C@H](CSc1ccccc1)Cc1ccccc1	0.2	-0.9	0.1	2	-0.7	5	-0.9	-3	0
c1coc(CNc2nc3ccccc3n2CCN2CCOCC2)c1	1.5	0.2	-0.1	4	-0.3	-1	-2.1	-6	3
NC1=NC2(CCCCC2)N=C(Nc2ccc(Br)cc2)N1	-1.8	-5.0	0.2	0	-0.9	-9	0.4	-2	0
O=C(Nc1c(C(=O)N2CCOCC2)cnn1-c1ccccc1)c1ccc([N+](=O)[O-])cc1	1.4	-1.3	0.8	-1	-0.1	3	-2.5	7	3
CC(C)(C)c1ccc(C(=O)NCCC(=O)NNC(=O)COc2ccccc2F)cc1	1.4	-5.3	-0.3	-1	0.4	-1	-0.5	4	-1
CC1(C)CC(=O)C2=C(C1)N(Cc1ccc(F)cc1)C(=O)C2(NC(=O)c1cccnc1)C(F)(F)F (stereo unspecified)	0.4	-4.7	?	-1	0.9	14	1.1	1	-2
CN(C)CCNC(=O)c1cccn(Cc2cc(C(F)(F)F)cc(C(F)(F)F)c2)c1=O	1.3	-2.3	0.5	-6	0.6	12	.	-8	61*
CC1=Nc2ccccc2/C1=C/c1sc(=S)n(-c2cccc(C(=O)O)c2)c1O	.	?	1.8	1	-0.7	17	.	-1	-30
COc1cccc(C(=O)O/N=C(\N)c2ccccn2)c1OC	-0.2	-3.3	-3.6	-2	2.9	-6	-1.0	-35	-1
CCOP(=O)(OCC)C(NC(=O)c1cccc(C)c1)C(Cl)(Cl)Cl (stereo unspecified)	0.5	-2.1	-0.9	-2	1.3	7	.	-6	3
CC(=O)Nc1ccc(NC(=O)CSCc2cnn(-c3ccccc3)c2-n2cccc2)cc1	1.7	0.2	?	-3	-0.8	1	0.6	-2	-2
Going on with the list.
SMILES	Mtb UGM inh	FadD28 binding	BoNT-A LC inh2	Anthrax LF inh2	PfHsp40 rescue	GDH-TPI counter	Mtb BioA inh	BoNT-F LC inh	FBA Mtb inh
CCCCn1c(N)c(N(CCOC)C(=O)COC(=O)COc2cc(C)c(Cl)cc2C(C)C)c(=O)[nH]c1=O	-2.1	-4.1	0.9	-2	-0.7	0	.	0	2
COc1ccc(CCNC(=S)N(C)C)cc1OC	-3.4	-1.7	-0.6	-6	0.2	12	0.0	-3	3
COc1ccc2[nH]c(-c3ccccc3)cc2c1	-0.1	1.8	-0.6	-9	-0.3	8	-3.9	-4	100*
CSc1nnc(-c2ccc(Cl)cc2Cl)o1	-1.4	0.3	-0.1	-2	0.2	-1	-0.9	1	-2
CC1=Nc2ccccc2/C1=C\c1sc(Nc2ccc(C)cc2)nc1O	0.3	1.4	-0.1	-3	0.3	22	.	2	-7
CC(C)N(CCO)C(=O)C(c1ccccc1)c1ccccc1	-1.5	-0.8	-0.3	-3	-0.1	3	1.4	8	0
Cc1ccc(S(=O)(=O)N(C)C)cc1NC(=O)COC(=O)Cc1ccsc1	0.4	-4.1	0.6	2	-0.4	-8	0.5	-5	-1
CC(NC(=O)CCC(=O)N1CCCCCC1)c1ccccc1 (stereo unspecified)	-0.2	-2.0	1.1	-2	-1.5	-2	1.2	36*	3
CCCN(CCC)S(=O)(=O)c1ccc(C(=O)N2CCC(=O)c3ccccc32)cc1	2.9	-1.2	0.8	3	-1.1	11	2.0	18	-1
COc1ccc(NC(=O)Cn2c(=O)n(-c3ccc(CC(=O)NCc4ccco4)cc3)c(=O)c3ccccc32)cc1	-1.8	-4.3	0.4	-7	0.7	21	1.2	-3	-3
COc1ccc(C2/C(=C(/O)c3cnn(-c4ccccc4)c3C)C(=O)C(=O)N2CCN(C)C)cc1OC (stereo unspecified)	.	-2.7	-0.8	-5	-0.6	0	.	-1	-1
O=C(O)CC(NC(=O)/C(=C/c1ccccc1)NC(=O)c1ccccc1)c1ccccc1 (stereo unspecified)	-0.2	0.2	0.4	-1	-2.0	4	.	-3	3
NC(=O)C1CCCN(C(=O)c2ccc(Cl)c(S(=O)(=O)N3CCc4ccccc43)c2)C1 (stereo unspecified)	.	-2.9	7.1	-1	-1.0	0	0.6	5	4
O=C(Nc1nnc(C2CCCC2)s1)C1CCC1	-0.4	-1.9	-1.4	-3	-0.5	7	-1.3	-2	2
CC1CCCCC1NC(=O)CCn1ccc2cc(S(=O)(=O)N3CCCC3)ccc21 (stereo unspecified)	0.9	-5.2	-0.2	1	0.5	-4	0.9	3	-4
Cc1ccccc1C(=O)N1CCC1(C)C(=O)NC(C)C (stereo unspecified)	.	-3.0	-0.2	0	.	5	0.1	1	5
COc1ccc(C(=O)Cn2c(NCCCO)nc3ccccc32)cc1OC	-1.6	-1.9	-1.8	4	-1.0	0	0.3	0	-1
Cc1ccccc1C(=O)NCCCNC(=O)c1cnccn1	-0.1	0.2	-2.6	-13	-0.7	1	2.7	-8	0
COc1ccc(C2=NN(S(C)(=O)=O)C(c3cccs3)C2)cc1OC (stereo unspecified)	-1.0	-4.1	-1.3	2	-1.8	-2	.	-2	1
Cc1ccc(S(=O)(=O)N[C@H](C(=O)OCC(=O)NC(=O)C2CCCCC2)C(C)C)cc1	1.4	.	-0.8	-7	0.8	8	0.8	-3	0
COc1ccc(S(=O)(=O)N2CCC(C(=O)NCCc3ccc4c(c3)OCO4)CC2)cc1	0.9	-1.4	-1.1	11	0.9	-5	0.0	-8	1
CC1(C)Cc2ccccc2C(/C(=N\Nc2cccc(Cl)c2)C(N)=O)=N1	3.2	-3.0	-1.1	-1	7.4	9	.	-4	-6
Cc1cc(NC(=O)c2ccc([N+](=O)[O-])o2)ccc1NC(=O)c1ccco1	.	-1.0	-0.9	-2	1.2	16	-0.3	-3	1
CCOC(=O)C1(S(=O)(=O)c2ccc(Cl)cc2)CCN(Cc2ccc(C)cc2)CC1	1.1	-2.7	0.0	-9	-0.3	-12	-0.4	-4	2
CCOC(=O)c1ccc(NC(=O)Cc2coc3cc4c(cc23)CCC4)cc1	-2.0	-2.5	0.4	2	1.8	7	-0.6	-2	-1
Next section.
SMILES	Mtb UGM inh	FadD28 binding	BoNT-A LC inh2	Anthrax LF inh2	PfHsp40 rescue	GDH-TPI counter	Mtb BioA inh	BoNT-F LC inh	FBA Mtb inh
O=C(NCCCN1CCOCC1)c1cc(-c2ccc(F)cc2)on1	-2.7	-2.6	6.4	2	-0.7	-7	0.4	9	4
CCC1CCCCN1C(=O)CSc1nnc(-c2cccc(Cl)c2)o1 (stereo unspecified)	0.4	-1.5	-0.5	-3	4.8	-8	-0.2	-7	0
Cc1cc(C)cc(OCCn2nnc3ccccc32)c1	1.4	-1.5	-0.8	-8	0.3	8	2.6	-7	0
O=C(COc1ccccc1)N(Cc1ccco1)c1ccc(O)cc1	-1.2	-3.3	0.3	-2	-0.7	-4	3.3	2	0
Cc1ccc(-c2nc3ccccc3c(=O)n2N)cc1	0.7	-2.1	-6.7	-20	-1.8	4	-0.6	?	9
CC(C)(C)CN1C(N)=NC[C@@H]1Cc1ccc(O)cc1	-0.2	-5.3	-0.1	-6	-0.5	7	-1.9	4	-3
COc1ccc(N2C(=NC(=O)C3CCCCC3)SC3CS(=O)(=O)CC32)cc1OC (stereo unspecified)	-0.1	-3.7	-1.1	2	0.1	-7	0.1	0	0
O=C(NCc1cccnc1)c1cn(-c2ccccc2)nc1-c1ccccc1	2.9	1.5	0.7	-3	-0.8	2	.	4	4
O=C(CSc1nnc(-c2ccccc2F)n1C1CC1)NCc1ccco1	0.4	-2.5	-1.5	-2	-2.3	1	.	-5	1
O=C(CSc1ccc2ccccc2n1)NCCCN1CCCC1=O	3.3	-4.0	-0.2	-8	-1.4	1	1.1	4	1
CCCCOCCCNC(=O)CN1C(=O)c2ccccc2C1=O	-2.0	-0.8	0.3	0	1.9	0	-0.8	4	4
Cn1cccc1CC(=O)N/N=C/c1ccc(Cl)cc1	0.2	0.2	-1.1	-2	-0.3	-12	.	?	4
Nc1nc(SCc2ccccc2)n[nH]1	-2.7	-1.4	1.6	3	0.5	-7	0.4	1	3
Cc1oc2cc3oc(=O)c(CCC(=O)NCCC(=O)O)c(C)c3cc2c1C	1.9	-1.9	-3.3	1	-1.1	11	-0.3	-2	21
Cn1c(NCc2ccco2)nc2c1c(=O)n(Cc1ccc(Br)cc1)c(=O)n2C	-2.2	-4.5	-1.6	-5	1.6	6	2.0	-10	-2
CCCCOC(=O)c1ccc(NC(=O)c2cc(Cl)c(Cl)cc2C(=O)O)cc1	1.5	-0.1	0.3	-9	-0.7	-6	.	-11	6
CCN(CC)C(=O)Oc1ccc2oc(=O)cc(-c3cc4cccc(OC)c4o3)c2c1	-2.8	-3.4	0.5	0	-0.1	11	-1.9	-1	1
Cc1ccc(NC(=S)N2CCN(C)CC2)c(C)c1	-2.3	-0.5	-0.7	-1	-0.5	5	.	-4	3
CCCOc1cccc(C(=O)N/N=C/c2ccoc2)c1	-0.6	-0.5	.	.	0.8	6	4.9	.	3
O=C(N/N=C/c1ccc(O)c(O)c1)c1cccc(S(=O)(=O)N2CCCC2)c1	0.7	-0.5	1.5	-1	-0.9	26	0.5	5	2
COc1ccc(-c2cc(=O)oc3cc(OCC(=O)N4C[C@H]5C[C@@H](C4)c4cccc(=O)n4C5)ccc23)cc1	0.2	-4.5	-0.2	-7	-0.6	18	-1.0	-5	5
